M1 antag: antagonists of human M1 muscarinic receptor | CHO-K1 hM1, Fluo-8 calcium fluorescence, ACh EC80 antagonist | P11229 | 1.3% of 360,000 active | AID 588852 | inhibition, % at 3 µM;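 active = percent inhibition above its own plate's cutoff, namely the mean of that plate's compound wells plus 3 SD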;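 note: peak over basal fluorescence ratio during 140 s after agonist addition; 0% = ACh EC80 plus DMSO and 100% = DMSO alone without agonist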
Target sequence (P11229 whole entry, looked up): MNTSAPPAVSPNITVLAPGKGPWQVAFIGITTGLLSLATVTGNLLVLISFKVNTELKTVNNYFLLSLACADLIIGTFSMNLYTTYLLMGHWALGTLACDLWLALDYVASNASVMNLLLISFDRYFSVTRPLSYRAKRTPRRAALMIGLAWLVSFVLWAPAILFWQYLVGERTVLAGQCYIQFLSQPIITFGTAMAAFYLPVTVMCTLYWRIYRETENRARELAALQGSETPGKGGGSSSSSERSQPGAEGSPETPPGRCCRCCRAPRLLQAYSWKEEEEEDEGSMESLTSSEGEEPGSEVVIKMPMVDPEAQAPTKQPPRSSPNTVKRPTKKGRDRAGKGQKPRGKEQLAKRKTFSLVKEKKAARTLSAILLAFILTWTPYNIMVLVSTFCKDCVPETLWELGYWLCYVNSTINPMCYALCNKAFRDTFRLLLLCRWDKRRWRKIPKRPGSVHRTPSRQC
CHRM1 agonist: human M1 muscarinic receptor agonism; 0.33% of 360,000 active; CHO-K1 hM1, Fluo-8 calcium fluorescence, agonist mode; 0% DMSO, 100% acetylcholine EC100; P11229; activation, % at 3 µM; AID 588814;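 active = activation above the run's mean compound activation plus 3 SD, cut at about 16% in these data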;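 note: peak over basal fluorescence ratio within a 140 s kinetic read after compound addition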
TAAR1 antag: antagonists of human TAAR1; Q96RJ0; CHO RD-HGA16 TAAR1, Fluo-8 calcium fluorescence, antagonist; inhibition, % at 3 µM; 1.5% of 360,000 active; AID 624466;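 active = inhibition above a per-plate cutoff, the mean inhibition of test compounds on that plate plus 3 SD, cut at about 49% in these data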;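 note: 0% = DMSO plus EC80 beta-PEA response and 100% = DMSO alone without agonist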
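Material: RD-HGA16 CHO cells with stable hTAAR1 and Gα16; Dosing: single nominal final test compound concentration of 3 µM; Schedule: seeding 17-24 h prior, 75-min 37 °C, 30-min RT dye loading; Detection: kinetic Fluo-8 calcium fluorescence measurement; Measure: % inhibition from peak post-agonist over basal fluorescence ratio; Benchmarks: vehicle and agonist controls.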
CHO-K1 Ca antag: M1 antagonist counterscreen hit in parental CHO-K1 cells; ATP-induced calcium, Fluo-8 fluorescence; inhibition, % at 3 µM; 0.6% of 360,000 active; AID 602250;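 active = inhibition above a per-plate cutoff, the plate's mean sample inhibition plus 3 SD, cut at about 24% in these data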;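 note: 0% = DMSO plus EC80 ATP and 100% = DMSO alone without ATP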
TAAR1 ag: human TAAR1 agonism; activation, % at 3 µM; 0.99% of 360,000 active; CHO RD-HGA16 TAAR1, Fluo-8 calcium fluorescence; vehicle wells 0%, saturating PEA agonist 100%; Q96RJ0;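 active = activation above the mean activation of all test compounds in the run plus 3 SD, cut at about 38% in these data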
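Repeats: no replicates (n 1) | Material: CHO-derived RD-HGA16 cells with stable Gα16 and human TAAR1 | Technique: Kinetic Fluo-8 calcium fluorescence | Schedule: 17-24 h seeding, 75 min 37 °C dye, 30 min RT | Evaluation: % activation from peak over basal fluorescence ratio, DMSO-to-PEA scaled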
CHO parental Ca: counter-screen: ATP calcium response change in parental CHO cells; AID 463079; parental CHO-K1, ATP-induced calcium, Fluo-8 fluorescence; inhibition, % at 5.6 µM; 0.63% of 330,000 active;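 active = inhibition above that plate's mean sample inhibition plus 3 SD, cut at about 26% in these data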;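 note: 0% = ATP-challenged DMSO wells and 100% = DMSO wells without ATP; some compounds past the cut are filed as inactive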
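Test system: untransfected parental CHO cell line; also added: ATP stimulus; dosing: 5.6 µM, single dose; signal: calcium-sensitive Fluo-8 fluorescence; measure: percent inhibition of ATP-evoked calcium rise, normalized to controls; benchmarks: low control ATP plus DMSO, high control DMSO only; replication: one well per compound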
OXTR potentiator: potentiators of human oxytocin receptor; P30559; CHO-OTR cells, Fluo-8 calcium fluorescence, potentiator mode; 0% = oxytocin EC15, 100% = EC100; activation, % at 3 µM; 0.061% of 320,000 active;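 active = activation above that plate's cutoff, the mean activation of tested compounds plus 3 SD, cut at about 6.6% in these data, passing the limit was not always enough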;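 note: 100% uses oxytocin at 75 nM as the full agonist control; some results filed as inactive read as strong as hits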
Target sequence (P30559 whole entry, looked up): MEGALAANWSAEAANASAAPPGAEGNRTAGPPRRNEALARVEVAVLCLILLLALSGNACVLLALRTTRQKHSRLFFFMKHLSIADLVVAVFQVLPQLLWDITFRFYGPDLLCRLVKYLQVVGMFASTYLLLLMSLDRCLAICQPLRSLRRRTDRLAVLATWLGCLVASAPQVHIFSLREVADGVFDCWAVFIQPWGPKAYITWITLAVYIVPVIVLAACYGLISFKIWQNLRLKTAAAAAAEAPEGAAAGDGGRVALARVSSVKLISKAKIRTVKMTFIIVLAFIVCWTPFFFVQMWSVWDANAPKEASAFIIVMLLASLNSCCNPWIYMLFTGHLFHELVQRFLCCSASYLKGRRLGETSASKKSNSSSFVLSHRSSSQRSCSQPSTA
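Material: CHO-OTR cells, human receptor; compound dosing: single dose, 3.0 µM nominal final compound concentration; schedule: 6 min compound pre-incubation at room temperature, 100 s kinetic read; measured by: kinetic Fluo-8 calcium fluorescence; read-out basis: % activation vs EC15 and EC100 oxytocin; controls: EC15 oxytocin alone as 0%, 75 nM oxytocin as 100%; replicates: singlicate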
M1 PAM parental: M1 PAM counterscreen hit in parental CHO-K1 cells; ATP EC20, Fluo-8 calcium fluorescence; 0% at ATP EC20, 100% at ATP max; activation, % at 3 µM; 0.02% of 360,000 active; AID 602247;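 active = activation above the run cutoff, the mean activation of all test compounds plus 3 SD, cut at about 40% in these data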;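 note: peak over basal fluorescence ratio in a 140 s read after ATP addition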
M1 ag parental: nonselective activator or artifact in parental CHO-K1 cells; Fluo-8 calcium fluorescence; scaled to maximal ATP response, vehicle zero; activation, % at 3 µM; 0.48% of 360,000 active; AID 602248; in the data active = activation above about 15%;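 note: untransfected CHO-K1 host cells lacking M1 receptor as counterscreen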
Active calls of the source: *; · = not tested or not shown.

Abbreviations: A = M1 antag; B = CHRM1 agonist; C = TAAR1 antag; D = CHO-K1 Ca antag; E = TAAR1 ag; F = CHO parental Ca; G = OXTR potentiator; H = M1 PAM parental; I = M1 ag parental
molecule: CCCOc1ccc(-c2nc(N3CCN(CC)CC3)c3ccccc3n2)cc1
  A: -17; B: -5; C: -25; D: -13; E: 4; F: -21; G: -8; H: 9; I: 5.0

molecule: COc1cccc(NC(=O)Cn2nc(Cc3cccnc3)c3ccccc3c2=O)c1
  A: -11; B: -6; C: 12; D: -1; E: 1; F: -9; G: 0; H: 19; I: 0.5

molecule: Cc1nnc(N2C(=O)c3ccc(Br)cc3C2=O)s1
  A: -12; B: -2; C: -17; D: -10; E: 1; F: 6; G: -13; H: 19; I: 0.5

molecule: O=c1c2ccccc2nc(-c2ccc(Cl)c(Cl)c2)n1O
  A: -15; B: 0; C: -2; D: -2; E: 20; F: -13; G: -3; H: 11; I: 0.4

molecule: CCOC(=O)c1c(NC(=O)c2cc3n(n2)C(C(F)(F)F)CC(c2cccs2)N3)sc(C)c1C (stereo not given)
  A: -1; B: 0; C: -7; D: -4; E: 4; F: -11; G: -5; H: -6; I: 0.2

molecule: CC(=O)N1CCC(N(CCN2CCOCC2)C(=S)Nc2ccc(C)c(C)c2)CC1
  A: -4; B: -3; C: -27; D: -6; E: 0; F: -11; G: -4; H: 11; I: 1.0

molecule: O=C(N/N=C/c1ccoc1)c1ccccc1O
  A: -9; B: 0; C: -13; D: -3; E: 0; F: -7; G: -6; H: -8; I: 0.5

molecule: Cc1ccc(C2=NOC3(CC(=O)N(c4ccccc4)C3=O)C2)cc1 (stereo not given)
  A: 6; B: -3; C: -20; D: -10; E: 2; F: -12; G: -1; H: 12; I: 5.0

molecule: Cc1sc2nc(SCC(=O)NCc3ccco3)n(-c3ccccc3)c(=O)c2c1C
  A: -1; B: -2; C: -8; D: -8; E: 3; F: -23; G: -4; H: 8; I: -0.1

molecule: CCOC(=O)C(C)N1N=C(/C=C/c2ccc(OC)cc2)CCC1=O (stereo not given)
  A: 4; B: -1; C: -15; D: -14; E: 2; F: -8; G: -8; H: 20; I: 1.6

(more compounds)
Abbreviations: A = M1 antag; B = CHRM1 agonist; C = TAAR1 antag; D = CHO-K1 Ca antag; E = TAAR1 ag; F = CHO parental Ca; G = OXTR potentiator; H = M1 PAM parental; I = M1 ag parental
molecule: COc1ccccc1NS(=O)(=O)c1cccc(C(=O)N2CCN(Cc3ccc4c(c3)OCO4)CC2)c1
  A: -9; B: 2; C: 3; D: -1; E: 4; F: -22; G: -4; H: -10; I: 0.9

molecule: O=C1c2ccccc2C(c2nnnn2-c2ccc3c(c2)OCCO3)N1CCCn1ccnc1 (stereo not given)
  A: ·; B: ·; C: -10; D: -19; E: 0; F: ·; G: ·; H: 13; I: 0.5

molecule: O=C(Cn1nnc(-c2ccccc2)n1)N=Nc1c(O)[nH]c2ccccc12
  A: -19; B: 0; C: 0; D: -9; E: 11; F: -18; G: -12; H: 14; I: 0.6

molecule: O=C(CCCc1c[nH]c2ccccc12)NCc1ccccc1C(F)(F)F
  A: -4; B: -4; C: -20; D: -10; E: 0; F: -6; G: -14; H: -8; I: 2.7

molecule: CNC(=O)N(O)C1N(/N=C/c2cc(Br)ccc2O)C(=S)SC1(C)C (stereo not given)
  A: -17; B: -1; C: 4; D: -2; E: 8; F: -18; G: -11; H: 0; I: 1.5

molecule: O=C(CSc1cc(Cl)ccc1Cl)NC1CCCC1
  A: -6; B: -6; C: -7; D: 0; E: 3; F: -21; G: 3; H: 9; I: 1.2

molecule: CN(c1ccc(OCC(=O)Nc2cc(Cl)ccc2C(=O)O)cc1)S(=O)(=O)c1ccc(F)cc1
  A: 8; B: -4; C: 34; D: -13; E: 0; F: -10; G: -4; H: 11; I: -0.8

molecule: CN(C)c1nc(N)nc(CSc2nnnn2-c2ccc(C(=O)O)cc2)n1
  A: -10; B: -3; C: 18; D: -8; E: 9; F: -5; G: -2; H: 13; I: 0.5

molecule: Cc1cccc(N2CC(c3nc4ccccc4n3C)CC2=O)c1C (stereo not given)
  A: 2; B: -2; C: 5; D: -8; E: 4; F: -8; G: -1; H: 11; I: 2.4

molecule: CC1CN(C(=O)COC(=O)c2ccc(NC(=O)CC#N)cc2)CC(C)O1 (stereo not given)
  A: -12; B: 0; C: 5; D: -6; E: 1; F: 0; G: -9; H: 6; I: 0.6

More entries.
Abbreviations: A = M1 antag; B = CHRM1 agonist; C = TAAR1 antag; D = CHO-K1 Ca antag; E = TAAR1 ag; F = CHO parental Ca; G = OXTR potentiator; H = M1 PAM parental; I = M1 ag parental
molecule: COc1cccc(NC(=O)NCc2ccccc2Cl)c1
  A: -13; B: -3; C: -9; D: 1; E: 1; F: -16; G: -4; H: -15; I: 0.5

molecule: O=C(c1ccccc1)N1CCN(C2CC(=O)N(CCc3ccccc3)C2=O)CC1 (stereo not given)
  A: -2; B: 2; C: -23; D: -8; E: 18; F: -18; G: 5; H: -4; I: 0.0

molecule: CN1CCC(=NNC(=O)CSCc2ccccc2)CC1
  A: -7; B: -3; C: 2; D: -23; E: 10; F: -10; G: -4; H: 11; I: 4.1

molecule: COc1ccc(CNC(=O)NCc2ccc(OC)c(OC)c2)cc1OC
  A: -11; B: -4; C: 5; D: -10; E: 4; F: 1; G: -18; H: 20; I: 0.5

molecule: O=C(NC1CCCC1)C1CCCN1C(=O)Nc1ccc(Cl)cc1 (stereo not given)
  A: -15; B: -2; C: 8; D: 5; E: 3; F: -9; G: -5; H: 2; I: -0.3

molecule: CC1(NC(=O)c2cc(-c3cccs3)nn2-c2ccccc2)CCS(=O)(=O)C1 (stereo not given)
  A: -1; B: -5; C: -4; D: -10; E: 3; F: -12; G: -7; H: 12; I: 1.0

molecule: CCc1ccc(CCC(=O)Nc2ccc(C)cc2C)o1
  A: -9; B: -7; C: 0; D: -32; E: 2; F: -18; G: -3; H: -6; I: -0.8

molecule: COc1ccc(Cc2nnc(NC(=O)c3ccc(OC)cc3OC)s2)cc1
  A: -18; B: -2; C: -1; D: -12; E: 8; F: -20; G: -17; H: 13; I: 1.4

molecule: O=C(NCCCc1ccccc1)c1cccc(NC(=O)C2CCC2)c1
  A: 8; B: 0; C: 6; D: -8; E: 3; F: ·; G: ·; H: -3; I: 1.5

molecule: CC(C)=C(C)c1cc2nc(NCCCN(C)C)n(C)c(=O)c2s1
  A: -3; B: -7; C: -3; D: -11; E: 0; F: ·; G: ·; H: 11; I: 0.5

As entered above.
Reading for CCc1ccc(CCC(=O)Nc2ccc(C)cc2C)o1 in CHO parental Ca: -18
Reading for O=C(c1ccccc1)N1CCN(C2CC(=O)N(CCc3ccccc3)C2=O)CC1 (stereo not given) in M1 ag parental: 0.0

(further entries)
Compound,M1 antag,CHRM1 agonist,TAAR1 antag,CHO-K1 Ca antag,TAAR1 ag,CHO parental Ca,OXTR potentiator,M1 PAM parental,M1 ag parental
Cc1cnc(C(=O)OC(C)C(=O)Nc2ccc(Cl)cn2)cn1 (stereo not given),-8,-3,-3,2,1,-7,6,-16,-0.1
COc1ccc(CCNC(=O)CS(=O)(=O)c2cn(CC(=O)N3CCCC3)c3ccccc23)cc1OC,12,-2,-33,-4,1,-13,6,15,-0.1
CC(C)N(Cc1ccccc1)CC(O)COc1ccc(S(=O)(=O)N2CCOCC2)cc1Cl (stereo not given),0,-7,-9,-13,3,-17,-10,23,4.1
Cc1nc2c(n1O)CCC/C2=N\O,-15,-2,18,-3,8,-6,8,-6,0.1
Cc1ccc(S(=O)(=O)NCC(=O)N(CC(=O)NCC2CCCO2)c2ccc(Cl)cc2)cc1 (stereo not given),-8,-5,2,-10,-1,-14,-12,14,1.1
O=C(C1=C[C@@H]2[C@H]3C(=O)N(c4cccc(Cl)c4)C(=O)[C@H]3[C@@H](C(=O)c3ccc(Cl)cc3)N2C=C1)c1ccccc1,13,-6,·,14,·,1,-5,-11,1.4
COc1ccc(-c2cc3nc(-c4ccccc4)cc(N4CCC(O)CC4)n3n2)cc1,10,-3,49*,7,12,2,-15,-3,2.6
CCOc1ccc(OCC)c(NC(=O)C2CCCN(S(=O)(=O)c3c(C)n[nH]c3C)C2)c1 (stereo not given),-4,-5,-20,-5,-1,0,-6,-5,-0.7

(list continues)
Compound,M1 antag,CHRM1 agonist,TAAR1 antag,CHO-K1 Ca antag,TAAR1 ag,CHO parental Ca,OXTR potentiator,M1 PAM parental,M1 ag parental
CC(=O)C1=C(O)C(=O)N(Cc2ccccc2)C1c1ccco1 (stereo not given),1,-5,-8,4,4,-1,-6,15,0.1
CC(C)CNC(=S)N(Cc1ccco1)Cc1cc2cc3c(cc2[nH]c1=O)OCCO3,3,-7,14,-10,3,-32,1,23,-0.1
C=CCn1cc(CN2CCC(C(=O)Nc3cccc(-c4cccc(Cl)c4)c3)CC2)c(C)n1,33,-4,-19,9,12,3,-8,-24,1.2
COc1ccc(CC(=O)Nc2cc(S(=O)(=O)N3CCOCC3)ccc2N2CCCC2)cc1OC,-9,-7,-7,-3,2,-17,1,5,0.2
Cc1ccc(S(=O)(=O)NC(C)(C)C)cc1C(=O)OC(C)C(=O)NC1CC1 (stereo not given),2,-2,18,-1,4,-5,-4,3,1.3
CCOc1cc(NC(=S)Nc2cccc(OC)c2)c(OCC)cc1NC(=O)C(C)C,1,-2,-35,-5,4,-11,-9,14,0.0
COc1ccc(-c2nc(SC(C)C(=O)c3c(N)n(C)c(=O)n(C)c3=O)n[nH]2)cc1 (stereo not given),12,-4,25,-15,8,-20,1,9,3.9

Whole records, quoted from the list. Values in the order: M1 antag, CHRM1 agonist, TAAR1 antag, CHO-K1 Ca antag, TAAR1 ag, CHO parental Ca, OXTR potentiator, M1 PAM parental, M1 ag parental
Profile of `O=C(c1ccccc1)N1CCN(C2CC(=O)N(CCc3ccccc3)C2=O)CC1` (stereo not given) : -2, 2, -23, -8, 18, -18, 5, -4, 0.0
Profile of `Cc1ccc(S(=O)(=O)NCC(=O)N(CC(=O)NCC2CCCO2)c2ccc(Cl)cc2)cc1` (stereo not given) : -8, -5, 2, -10, -1, -14, -12, 14, 1.1
Profile of `Cc1ccc(S(=O)(=O)NC(C)(C)C)cc1C(=O)OC(C)C(=O)NC1CC1` (stereo not given) : 2, -2, 18, -1, 4, -5, -4, 3, 1.3
Profile of `O=C(Cn1nnc(-c2ccccc2)n1)N=Nc1c(O)[nH]c2ccccc12` : -19, 0, 0, -9, 11, -18, -12, 14, 0.6
Profile of `O=c1c2ccccc2nc(-c2ccc(Cl)c(Cl)c2)n1O` : -15, 0, -2, -2, 20, -13, -3, 11, 0.4

Screening results from PubChem.
